Screening data deposited in PubChem by several laboratories.
OXTR ag = agonists of human oxytocin receptor | P30559 | CHO-OTR cells, Fluo-8 calcium fluorescence; normalized: DMSO 0%, oxytocin 100% | AID 2435 | 320,000 tested, 0.32% active | activation, % at 3 µM;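 active = activation above the mean of all tested compounds plus 3 SD, cutoff set per screening run, cut at about 20% in these data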;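 note: peak over basal fluorescence ratio from a 100 s FLIPR kinetic read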
V1aR counter = V1a receptor agonism, counter-screen for OXTR agonists; CHO-V1R cells, Fluo-8 calcium fluorescence, agonist mode; 0% DMSO, 100% 3 nM vasopressin; 320,000 tested, 0.25% active; P37288; activation, % at 3 µM;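 active = activation above the mean activation of all tested compounds plus 3 SD, per screening run, cut at about 20% in these data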;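 note: signal is peak over basal fluorescence ratio across a 100 second FLIPR read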
GPR7 antagonist = blocks human GPR7 receptor signaling; P48145; GPR7-expressing cells, fluorescence antagonist assay; inhibition, % at 4.4 µM; 290,000 tested, 1.1% active; in the data active = inhibition above about 16%, passing the limit was not always enough;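 note: cells stimulated with the agonist NPW; 0% = agonist with vehicle and 100% = vehicle without agonist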
Target sequence (P48145 whole entry, looked up): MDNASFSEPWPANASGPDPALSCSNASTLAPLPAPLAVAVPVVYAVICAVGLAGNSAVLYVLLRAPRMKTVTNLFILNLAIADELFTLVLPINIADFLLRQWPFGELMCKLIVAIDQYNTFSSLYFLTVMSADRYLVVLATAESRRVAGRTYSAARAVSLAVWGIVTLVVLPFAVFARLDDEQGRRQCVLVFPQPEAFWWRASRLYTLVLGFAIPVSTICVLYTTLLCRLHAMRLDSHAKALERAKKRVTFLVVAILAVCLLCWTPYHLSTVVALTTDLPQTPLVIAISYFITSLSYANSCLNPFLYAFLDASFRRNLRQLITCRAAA
GalR3 antag = antagonists of human GalR3. HEK293 GalR3-CNG cAMP membrane potential fluorescence; galR3 body fused to GalR1 C-terminus. inhibition, % at 3 µM. 360,000 tested, 0.44% active;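 active = inhibition above the screen-wide average plus 3 SD, cut at about 13% in these data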;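 note: forskolin and galanin both at EC90 stimulate the cells; cAMP rise reported by CNG channel membrane potential dye signal; 0% = forskolin plus galanin with DMSO and 100% = forskolin alone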
Target sequence (O60755 1-299 limits assumed): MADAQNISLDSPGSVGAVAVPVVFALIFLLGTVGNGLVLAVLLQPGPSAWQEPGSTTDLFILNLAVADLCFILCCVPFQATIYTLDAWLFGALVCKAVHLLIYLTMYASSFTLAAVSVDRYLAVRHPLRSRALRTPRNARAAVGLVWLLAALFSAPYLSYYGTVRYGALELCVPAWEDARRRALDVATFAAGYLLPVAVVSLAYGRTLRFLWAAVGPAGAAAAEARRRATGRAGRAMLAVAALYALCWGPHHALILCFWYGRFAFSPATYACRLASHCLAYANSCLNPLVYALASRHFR
NS3 helicase inh = inhibitors of Hepatitis C virus NS3 helicase; NS3 helicase DNA unwinding, Cy5 molecular beacon fluorescence; inhibition, % at 10.9 µM; 290,000 tested, 0.56% active; AID 1800;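 active = inhibition above the mean of all tested compounds plus 3 SD, set per campaign, cut at about 35% in these data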;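 note: 0% = DMSO wells and 100% = thioflavine S control wells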
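Control set: DMSO versus 110 µM thioflavine S; Material: NS3 helicase fragment of HCV; Measured by: Cy5 fluorescence at 0 and 60 min, beacon hairpin quenching; Read-out basis: percent inhibition from t60/t0 fluorescence ratio; Times: reaction time 60 min, 25 °C; Repeats: single replicate; Compound dosing: single dose, 10.9 µM nominal final, DMSO 0.8% final.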
IMP-1 inhibitor = blocks Pseudomonas aeruginosa IMP-1 metallo-beta-lactamase; 290,000 tested, 0.45% active; inhibition, % at 5.6 µM; purified IMP-1, nitrocefin hydrolysis, epi-absorbance fluorescence;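 active = inhibition above the mean plus 3 SD of all compounds in the same screening run, cut at about 4.5% in these data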;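 note: 0% = IMP-1 with DMSO and 100% = DMSO wells lacking enzyme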
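Material – recombinant IMP-1 enzyme, purified · Amount – IMP-1 0.2 nM before substrate addition · Medium – HEPES buffer pH 7.1 with ZnSO4 and Brij 35 · Timing – 25 °C, 15 min preincubation, 25 min reaction · Measured by – plate fluorescence quenching by hydrolysis product, ex 480/em 530 nm · Read-out – percent enzyme inhibition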
FID counter = fluorescent intercalator displacement, NS3 helicase counter-screen; DNA fluorescent intercalator displacement, fluorescence; inhibition, % at 7.9 µM; 290,000 tested, 0.17% active; in the data active = inhibition above about 37%;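 note: 0% = vehicle and 100% = reference compound; higher means more ethidium bromide displaced from hairpin DNA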
PHOSPHO1 inh = inhibitors of human PHOSPHO1 phosphatase; 290,000 tested, 1.1% active; recombinant PHOSPHO1, absorbance phosphatase assay; inhibition, % at 13.3 µM; Q8TCT1; AID 1565; in the data active = inhibition above about 60%
Target sequence (Q8TCT1 whole entry, looked up): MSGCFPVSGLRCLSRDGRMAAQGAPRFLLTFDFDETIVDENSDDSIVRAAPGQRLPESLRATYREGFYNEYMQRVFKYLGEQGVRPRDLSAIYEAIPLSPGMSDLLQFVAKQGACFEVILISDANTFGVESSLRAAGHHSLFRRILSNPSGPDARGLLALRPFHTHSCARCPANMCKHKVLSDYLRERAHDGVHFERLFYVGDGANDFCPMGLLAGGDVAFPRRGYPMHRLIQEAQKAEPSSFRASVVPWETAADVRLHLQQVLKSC
VIM-2 inhibitor = blocks Pseudomonas aeruginosa VIM-2 metallo-beta-lactamase; purified VIM-2, nitrocefin hydrolysis, epi-absorbance fluorescence; inhibition, % at 5.6 µM; 290,000 tested, 0.89% active;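 active = inhibition above the mean of all tested compounds plus 3 SD, cutoff set per screening run, cut at about 7.5% in these data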;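 note: red hydrolysis product quenches plate fluorescence so inhibitors raise well fluorescence; 0% = enzyme with DMSO and 100% = DMSO without enzyme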
* hit, by the source's call; / = no result given.

SMILES	OXTR ag	V1aR counter	GPR7 antagonist	GalR3 antag	NS3 helicase inh	IMP-1 inhibitor	FID counter	PHOSPHO1 inh	VIM-2 inhibitor
CC(NC(=O)CCC(=O)NC(C)c1ccccc1)c1ccccc1 (stereo unspecified)	0.1	0.9	-9	-2	6	-3.2	-6	19	-3.5
O=[N+]([O-])c1cccc(-c2nc(-c3ccccc3)c(-c3cccs3)[nH]2)c1	-1.8	-1.5	0	-2	1	-0.4	5	-8	1.4
COc1ccc(Cl)cc1NC(=O)/C=C\C(=O)O	1.1	0.3	11	-7	-1	-1.8	-1	1	-3.4
O=C(NCc1ccccn1)c1ccc(OC2CCN(Cc3ccccc3)CC2)cc1	1.0	1.3	1	-2	1	0.0	0	19	-3.5
COc1ccc(S(=O)(=O)N(CC(=O)O)c2ccccn2)cc1	1.2	1.1	-2	-3	8	-0.9	3	13	-2.5
COc1ccc(CCN(Cc2nc(-c3ccccc3)no2)Cc2nc(-c3ccccc3)no2)cc1OC	0.5	0.5	-4	-6	2	1.0	0	-59	-0.1
Cc1c(C#N)c(N=CN(C)C)c(C(=O)c2ccccc2)n1-c1ccc(Br)cc1	-2.5	-1.1	5	1	-5	-0.3	-22	-5	-2.5
Cc1cc(C)cc(C(=O)NN2CCN(C)CC2)c1	0.6	0.1	-12	-2	4	-3.8	8	8	-1.4
O=C1/C(=C/c2ccncc2)N=C2CCCCCN12	-0.5	-0.2	-9	1	3	-0.3	-4	39	-2.1
O=C(NCCc1ccc(Cl)cc1)Nc1cccc(Cl)c1	0.1	3.5	-9	-5	-4	-3.5	3	16	-5.6
Cc1ccc(C)c(NC(=S)NNC(=O)c2csc(C)c2)c1	2.2	3.7	8	-8	6	0.2	-8	-5	-5.8
O=C(c1ccc(C#CC2(O)CCCCC2)cc1)N1CCOCC1	0.8	-0.6	-16	-5	5	-3.0	-18	-18	-1.7
O=C(CSCc1ccc(Cl)cc1)Nc1nccs1	-1.6	-0.6	10	-1	0	-3.1	-3	-103	-1.4
CCn1cc(Br)c(C(=O)Nc2ccc(C(=O)OC(C)C)cc2)n1	0.2	0.6	-5	-1	-5	-3.8	-24	-2	-0.8
Cc1cc(Cl)ccc1OCC(=O)NC1CCCC1	-0.3	1.6	-2	-4	-2	-3.0	-11	0	-3.2
COc1ccc(C(=O)N2CC=C(c3ccccc3)CC2)cc1S(=O)(=O)N1CCOCC1	-0.8	-0.1	6	0	-4	-3.3	-22	5	1.5
COc1ccccc1CN(C)C(=O)c1cc2ccccc2o1	-1.1	-0.8	6	-6	-16	-2.5	-27	-21	-1.0
O=C(CSc1ncnc2nc[nH]c12)c1ccccc1	4.0	2.5	6	0	-3	-0.1	1	22	0.3
CCCN1CCN(S(=O)(=O)c2ccc(OC)c(Br)c2)CC1	-0.1	0.8	-1	3	1	-6.1	0	15	-3.8
CC(=O)c1cccc(NC(=O)CCCSc2ccccc2)c1	6.7	6.4	3	-10	-5	-2.0	-17	40	-0.9
O=C(Nc1c(-c2ccccc2)nc2ccccn12)c1ccco1	0.7	0.7	-10	-3	-1	-3.9	-4	18	-0.8
COc1ccccc1NC(=S)NCCN1CCOCC1	0.2	-0.3	-4	-3	0	-3.3	-1	2	-2.9
OCC[C@@H]1C[C@@H](O)[C@H](O)[C@]2(Cc3ccccc3CCO2)O1	0.3	0.6	8	-2	6	-0.4	-3	31	0.4
CCOc1ccccc1N1CCN(Cc2ccc(OC)c(OC)c2OC)CC1	-0.1	-1.3	-13	-9	2	-3.3	4	27	-1.5
CC(C)(C)n1nnnc1C(c1cccs1)N(Cc1ccccc1)Cc1cccnc1 (stereo unspecified)	-0.9	5.8	-1	-4	9	-3.1	-4	-17	-3.4

Continuation.
SMILES	OXTR ag	V1aR counter	GPR7 antagonist	GalR3 antag	NS3 helicase inh	IMP-1 inhibitor	FID counter	PHOSPHO1 inh	VIM-2 inhibitor
Cn1c(SCc2ccccc2)nnc1-c1ccc2nonc2c1	-0.6	-0.8	14	-4	-4	-1.0	-1	-22	-0.9
COc1ccc(OC)c2c1nc1n2CCS1	-0.5	-0.4	0	-10	6	-1.0	-1	-21	-1.8
COc1ccc(NC2SC(=O)N(C)C2=O)cc1 (stereo unspecified)	0.8	1.7	2	3	0	-3.0	6	1	-5.7
O=C(CCSc1ccccc1)Nc1nnc(-c2ccccc2)o1	-0.5	-0.1	-9	-2	-5	-3.5	-9	-1	-4.5
Cc1cc(-c2ccc(Cl)cc2)n2nc(N)nc2n1	-1.7	-0.6	0	2	4	-3.2	-2	-7	3.2
CN(Cc1ccccn1)C(=O)C1CCC(=O)N(Cc2cccc(C(F)(F)F)c2)C1 (stereo unspecified)	0.7	2.9	0	-2	-2	-0.9	-33	14	0.3
Cc1sc2ncn(CC(=O)OC(C)C(=O)NC(C)(C)C)c(=O)c2c1C (stereo unspecified)	1.0	0.1	-8	-1	9	-2.7	-22	20	2.1
COC(=O)c1cc(-c2ccc(Cl)cc2Cl)n[nH]1	0.0	0.6	-6	0	9	-1.8	-9	20	-2.6
COC(=O)c1sccc1NC(=O)C1CC(C)=C(C)CC1C(=O)O (stereo unspecified)	0.8	-0.2	-11	-2	13	0.2	-30	21	8.4*
COc1ccccc1NC(=O)N1CCN(c2ncccn2)CC1	0.7	-0.3	-12	5	14	0.5	-4	10	0.0
Cc1nc(C)c(Cc2ccccc2Cl)c(=O)[nH]1	-0.7	0.2	-3	-1	-6	-0.6	-3	-12	1.5
O=C(NCCCN1CCOCC1)c1cccc(S(=O)(=O)N2CCc3ccccc3C2)c1	-0.4	-0.5	-6	-3	-1	-3.0	12	8	-3.0
N/C(=N\OC(=O)c1cnn(-c2ccccc2)c1C(F)(F)F)c1ccc(C(F)(F)F)cc1	-0.1	1.5	-12	-4	-4	-2.2	-1	-2	-2.9
C=CCN(C(=O)c1csnn1)C(C(=O)NCc1ccc(F)cc1)c1ccccc1 (stereo unspecified)	-1.0	0.7	-2	-2	2	-1.3	-21	7	-0.8
CCCC1C(=O)N(c2ccccc2)C1c1ccccc1 (stereo unspecified)	-1.9	-1.5	-19	-4	4	-2.0	-2	38	-0.5
CCCCCc1nnc(NC(=O)C2COc3ccccc3O2)s1 (stereo unspecified)	-2.2	0.0	6	-5	-10	-1.8	-25	27	-3.5
O=C(c1ccc(N2CCN(S(=O)(=O)c3ccccc3)CC2)c([N+](=O)[O-])c1)N1CCOCC1	2.7	4.6	1	1	-3	0.1	-31	-12	2.2
Oc1ccccc1-c1nc(NCc2cccnc2)c2ccccc2n1	1.0	-0.7	12	-9	-17	-3.1	5	3	-0.4
CCS(=O)(=O)c1nc(S(=O)(=O)c2ccc(C)cc2)c(NCCCN2CCOCC2)s1	0.5	-0.1	1	0	6	-1.4	1	34	-1.6
CCCC(=O)C1=C(O)C(C(=O)OC)C(C)(C)CC1=Nc1ccccc1 (stereo unspecified)	-2.1	-1.4	-12	0	-3	-4.3	-32	-13	-0.9
COc1ccccc1N1CCN(C(=O)Nc2cccc(C)c2)CC1	1.2	1.9	4	3	-1	-6.2	-21	1	-4.0
CCOc1cc(C(=O)OCC(=O)Nc2cc(C)on2)ccc1OCC(C)C	0.6	0.4	-9	-1	3	-2.9	-17	46	-2.1
Cc1cc(C)n(CC(C)Nc2nc3nonc3nc2N2CCCCC2)n1 (stereo unspecified)	-1.8	-0.6	-5	-4	-5	-2.8	-1	18	-2.3
O=C(NCCOC(=O)C1COc2ccccc2O1)c1cccnc1 (stereo unspecified)	-0.1	0.7	0	-2	-6	-3.3	2	2	3.0
C#CCOc1coc(COC(=O)c2ccccc2)cc1=O	0.8	1.6	-6	-9	9	-2.5	-2	-21	-1.3

Going on with the list.
SMILES	OXTR ag	V1aR counter	GPR7 antagonist	GalR3 antag	NS3 helicase inh	IMP-1 inhibitor	FID counter	PHOSPHO1 inh	VIM-2 inhibitor
CNC(=S)N(Cc1ccc2c(c1)OCO2)C1CC(=O)N(c2ccccc2)C1=O (stereo unspecified)	1.0	1.3	10	-2	16	-0.8	0	-5	-2.3
CCOC(=O)COc1cc(=O)n(CC)c2ccccc12	-1.6	-0.1	-15	0	2	-3.2	-11	3	-3.2
FC(F)(F)c1cccc(N2CCN(c3nnnn3-c3ccccc3)CC2)c1	0.1	-0.4	4	-5	-7	-0.7	-9	3	-1.0
COc1ccc(OC)c(CNc2nc3ccccc3n2CCN2CCCCC2)c1	-1.1	0.4	18	-3	-8	-3.0	10	6	-2.8
CC(C)CNC(=O)c1ccc(NC(=O)c2ccccc2[N+](=O)[O-])cc1	0.0	1.3	-5	-8	-2	-2.5	-3	1	-1.8
CCOCCCNC(=O)C(c1ccc(OC)cc1)N(Cc1ccc2c(c1)OCO2)C(=O)c1ccccn1 (stereo unspecified)	-0.5	-0.5	-7	-4	0	-2.7	-34	24	-3.2
COc1ccccc1OCCCCCc1c(C)n[nH]c1C	6.6	8.5	-2	-7	-6	-4.7	-18	34	-4.3
Cc1[nH]c2ccc(C(=O)NCCCN(C)C3CCCCC3)cc2c1C	-0.1	0.6	-7	-5	-2	-2.4	13	14	0.1
Cc1ccc2c(c1)C(c1ccncc1)=NNC(c1ccc(F)cc1)=N2	-1.9	-0.3	-2	-5	-11	-0.5	4	42	0.9
O=C(CNC1C(=O)Nc2ccccc21)Sc1ccccc1 (stereo unspecified)	0.2	0.7	-14	-3	-3	0.4	-5	2	-0.4
COc1ccc(N2CCN(CC(O)COc3ccc([N+](=O)[O-])cc3)CC2)cc1 (stereo unspecified)	1.4	4.4	-7	-5	0	-3.5	8	-8	-3.4
O=C1CC(=O)Nc2cc(S(=O)(=O)N3CCOc4ccccc43)ccc2N1	0.3	1.2	-18	/	7	-1.8	-14	18	-0.7
Cc1cc(C(=O)OCC(=O)Nc2nc(-c3ccccc3)cs2)c(C)o1	0.2	0.0	8	-3	5	-1.5	-4	-3	0.0
CCOc1cc(/C=N/Nc2nnc(C)n2N)ccc1O	0.8	1.2	-10	-7	-8	-4.7	-3	/	-2.6
CN(C)C(CNC(=S)Nc1ccccc1Cl)c1cccnc1 (stereo unspecified)	-0.4	0.2	-4	-4	10	1.2	-2	-19	0.2
CN1C(=O)C(O)(CC(=O)c2cccc(-n3cccc3)c2)c2ccccc21 (stereo unspecified)	0.5	1.6	8	-5	22	-1.8	-26	-3	-3.2

Quoted from the entries so far for reference:
SMILES	OXTR ag	V1aR counter	GPR7 antagonist	GalR3 antag	NS3 helicase inh	IMP-1 inhibitor	FID counter	PHOSPHO1 inh	VIM-2 inhibitor
Cc1cc(C(=O)OCC(=O)Nc2nc(-c3ccccc3)cs2)c(C)o1	0.2	0.0	8	-3	5	-1.5	-4	-3	0.0
CCOc1cc(/C=N/Nc2nnc(C)n2N)ccc1O	0.8	1.2	-10	-7	-8	-4.7	-3	/	-2.6
CN(C)C(CNC(=S)Nc1ccccc1Cl)c1cccnc1 (stereo unspecified)	-0.4	0.2	-4	-4	10	1.2	-2	-19	0.2
CN1C(=O)C(O)(CC(=O)c2cccc(-n3cccc3)c2)c2ccccc21 (stereo unspecified)	0.5	1.6	8	-5	22	-1.8	-26	-3	-3.2

Some values from the list.
Under GPR7 antagonist, `CN(C)C(CNC(=S)Nc1ccccc1Cl)c1cccnc1` (stereo unspecified) is listed with -4
Under NS3 helicase inh, `Cc1cc(C(=O)OCC(=O)Nc2nc(-c3ccccc3)cs2)c(C)o1` is listed with 5
